HIV RNase H inh: HIV-1 RT RNase H inhibitors, primary screen, biochemical, fluorescence | RT-RNase H RNA/DNA duplex cleavage | inhibition, % at 10 µM | 1.9% of 65,000 active | AID 565, 2006; in the data active = inhibition above about 50%
RmlCD inh mix: RmlC and RmlD coupled enzyme inhibitors, primary screen, biochemical, 384-well, compound mixtures, retest | RmlC/RmlD coupled enzyme inhibition, 384-well mixture HTS | inhibition, % at 5.5 µM | 0.39% of 110,000 active | AID 1532, 2009; in the data active = inhibition above about 30%, passing the limit was not always enough; inconclusive = no clear call, values can overlap the other calls; also: strong numbers were not always called active
Numbers without * were called inactive; ? = inconclusive; nt = no result given. Some of the compounds tested; count on the stated rates, not on these rows.

Second line of a record: HIV RNase H inh	RmlCD inh mix
- Cc1cccc(CC2CC(=O)N(C3CCCCC3)C2=O)c1 (stereo unspecified)
 : -3	-2
- C/C(CC1CC(COCCC(C)C)OC1=O)=N\NC(N)=S (stereo unspecified)
 : nt	-9
- COc1ccccc1C(=O)Nc1nc2nc(-c3ccccc3)cc(=O)n2[nH]1
 : nt	-7
- CCOc1ccc(C2CC(c3ccccc3C)n3ncnc3N2)cc1 (stereo unspecified)
 : -8	-12
- CCC(=O)Nc1ccc(C(=O)Nc2cccnc2)cc1
 : -11	-8
- CCC(=O)Nc1c(C(=O)Nc2cccc(OC)c2)oc2ccccc12
 : -9	15
- COC(=O)c1cc(=O)cc(C(=O)OC)o1
 : nt	-9
- O=C(Nc1ccc2nc(SCc3ccc(Cl)cc3)sc2c1)c1ccccc1C(=O)N1CCOCC1
 : nt	-3
- O=C(c1ccco1)N1CCN(/C(=N/S(=O)(=O)c2cccs2)c2ccccc2Cl)CC1
 : -2	-10
- Cc1nc(SCC(=O)N2CCN(c3ccccc3)CC2)c2oc3ccccc3c2n1
 : -20	5
- COc1nnc(-c2ccc(N3CCOCC3)c(NC(=O)c3ccccc3)c2)c2ccccc12
 : nt	-1
- Cc1oc(-c2cccc(Cl)c2)nc1CSc1nc2c(c(=O)[nH]1)CCC2
 : nt	6
- O=C1CCC(=O)N1CCCCCc1nc(-c2ccccc2)no1
 : -16	-16
- O=C(CCC1CCCC1)N1CCN(C(=O)c2cccnc2)CC1
 : -3	12
- COC(=O)CN(c1ccccc1F)S(=O)(=O)c1ccccc1
 : -12	12
- CCSc1nnc(NC(=O)c2cc(C)nc3ccccc23)s1
 : nt	10
- CC(C)(C)OC(=O)N1CCC[C@H]1c1nnc(SC/C=C/c2ccccc2)o1
 : -4	-13
- CCn1c(SCC(=O)N2CCCc3ccccc32)nc2c1c(=O)n(C)c(=O)n2C
 : -17	9
- Cc1nc2cc(Cl)ccc2n1CCO
 : 0	-14
- CN(C)C(CNC(=O)Nc1cccc(Cl)c1)c1cccnc1 (stereo unspecified)
 : -6	8
- COC(=O)c1ccc(C2c3c(n[nH]c3C)C(=O)N2c2ccc(C)cc2)cc1 (stereo unspecified)
 : -1	3
- Cc1c(C(=O)O)sc2nc(C)n(C)c(=O)c12
 : 2	5
- C/C(N)=C(/C#N)C(=O)CSc1nnc(NC(C)C)s1
 : 5	-3
- CCOC(=O)c1c(C)n(C)c2ccc(OCC(O)CN3CCCCCC3)cc12 (stereo unspecified)
 : 7	9
- Cc1ccc(-c2noc(CCC(=O)NCC3CCN(Cc4cccc(C)c4)CC3)n2)cc1
 : -7	-13
- C=C(C=O)CC1CC(O)[C@]2(C)OC3CC4OC5C[C@]6(C)O[C@]7(C)CCC8OC9C[C@]%10(C)OC%11C(C)=CC(=O)OC%11CC%10OC9C[C@@H](C)C8OC7CC6O[C@]5(C)CC5OC5C4OC3CC2O1 (stereo partly specified)
 : nt	-1
- CC(=O)n1cc([C@@H]2C=C(C(=O)N3CCOCC3)O[C@H](OCc3ccc(CO)cc3)C2)c2ccccc21
 : nt	-15
- CCn1c(SCC(=O)N2CCCC(C)C2)nnc1-c1ccc(S(=O)(=O)N2CCN(C)CC2)cc1 (stereo unspecified)
 : nt	4
- COC(=O)C1=C(C)Nc2c(c(=O)n(C)c(=O)n2C)C1c1cccnc1 (stereo unspecified)
 : nt	5
- NCCCC[C@@H]1NC(=O)[C@H](CCC(=O)O)NC(=O)c2cc([N+](=O)[O-])cc(I)c2SC[C@@H](C(=O)NCC(N)=O)NC1=O
 : nt	22
- COc1cccc(C2CC(C(F)(F)F)n3nc(C(=O)NCc4cccnc4)cc3N2)c1 (stereo unspecified)
 : 1	3
- O=C(OCC#CCSc1nnc(-c2cccc3ccccc23)o1)c1ccco1
 : nt	4
- COc1ccc(OC)c(NC(=O)C2=C(C)Nc3ncnn3C2c2cccs2)c1 (stereo unspecified)
 : -9	-7
- COc1ccccc1NC(=O)Cc1noc(CSc2cccc[n+]2[O-])n1
 : nt	12
- CN(C)c1ccnc2sc(C(N)=O)c(N)c12
 : nt	-278
- COCCCn1c(SCC(=O)Nc2ccc(NC(=O)c3ccco3)c(OC)c2)nc2ccccc2c1=O
 : nt	2
- COc1cc2c(cc1OC)C(c1cc3ccccc3oc1=O)=NC(C)(C)C2
 : nt	8
- Cc1ccc(S(=O)(=O)NC(=O)Nn2c(C)nnc2C)cc1
 : -5	-8
- COc1ccc(N2CCN(C(=O)CCN3C(=O)c4ccccc4S3(=O)=O)CC2)cc1
 : -18	7
- CCOC(=O)C1CCCN(S(=O)(=O)c2cc(Br)cc3c2N(C(=O)C2CC2)CC3)C1 (stereo unspecified)
 : -44	-14
- CCOC(=O)C1CCCN(c2c(NCCN(C)Cc3ccccc3)c(=O)c2=O)C1 (stereo unspecified)
 : -14	-14
- COCCCNC(=O)c1cc2c(=O)n3cccc(C)c3nc2n(C(C)C)c1=N
 : -21	64*
- CCCCc1c(O)nc2n(c1=O)CCS2
 : -11	-11
- Cc1c(C(=O)NCC2CCCO2)sc2nc(-c3ccccc3)cn12 (stereo unspecified)
 : -1	-15
- Cc1cccc2cc(CN(CC3CCCO3)C(=O)c3ccncc3)c(=O)[nH]c12 (stereo unspecified)
 : -8	?
- COc1cc2c(c(O)c1OC)C(=O)C(OC)CCC2 (stereo unspecified)
 : -6	-9
- COc1nc(Nc2ccc(C(C)=O)cc2)nc(OC)n1
 : -4	-10
- CCC(C)NC(=O)C1c2ccccc2C(=O)N1Cc1ccc(OC)cc1OC (stereo unspecified)
 : nt	15
- COC(=O)c1ccc(Sc2nnnn2-c2ccccc2)c([N+](=O)[O-])c1
 : nt	2
- O=C(OC1CCOC1=O)c1ccc(-c2nc3ccccc3s2)s1 (stereo unspecified)
 : -10	32
- COCCCNC(=O)Cn1cc2c(n1)CCCCC2
 : -5	6
- CCCC[C@@H]1C[C@H]1[C@@H](NC(=O)c1cccs1)c1ccc(C(F)(F)F)cc1
 : nt	10
- CCC(=O)N1CCc2cc(S(=O)(=O)N3CCN(c4ccccn4)CC3)ccc21
 : -9	27
- COc1cc(CNCCN2CCOCC2)ccc1OCc1cccc(Cl)c1
 : nt	6
- O=C1NC(=O)C(=Cc2cn(CCOc3ccc4c(c3)OCO4)c3ccccc23)C(=O)N1
 : nt	-2
- Brc1ccc(-c2cnc3n2CCCC3)cc1
 : -3	-9
- CCc1cccc(CC)c1NC(=O)CN1CC(C)SC1=NC1CCCCC1 (stereo unspecified)
 : nt	-15
- Clc1ccc(C2=Nn3c(nnc3-c3cccs3)SC2)cc1
 : nt	-12
- Cc1cc(C)nc(Nc2ccc(N3CCCC3)cc2)n1
 : 10	-1
- COc1cccc(C(=O)COc2cccc(NC(=O)c3cccc([N+](=O)[O-])c3)c2)c1
 : nt	-8

Some of the entries so far, with each value named:
Brc1ccc(-c2cnc3n2CCCC3)cc1
- HIV RNase H inh: -3
- RmlCD inh mix: -9

CN(C)c1ccnc2sc(C(N)=O)c(N)c12
- HIV RNase H inh: nt
- RmlCD inh mix: -278

Cc1cccc2cc(CN(CC3CCCO3)C(=O)c3ccncc3)c(=O)[nH]c12 (stereo unspecified)
- HIV RNase H inh: -8
- RmlCD inh mix: ?

CCc1cccc(CC)c1NC(=O)CN1CC(C)SC1=NC1CCCCC1 (stereo unspecified)
- HIV RNase H inh: nt
- RmlCD inh mix: -15

Returning to the listing, repeating the two entries before the break.
Second line of a record: HIV RNase H inh	RmlCD inh mix
- Cc1cc(C)nc(Nc2ccc(N3CCCC3)cc2)n1
 : 10	-1
- COc1cccc(C(=O)COc2cccc(NC(=O)c3cccc([N+](=O)[O-])c3)c2)c1
 : nt	-8
- Cc1nn(C(C)(C)C)c(OC(=O)c2ccc(Br)o2)c1Sc1ccccc1
 : nt	-8
- CCCC(=O)Nc1sc2c(c1C#N)CC(C)(C)NC2(C)C
 : nt	4
- CCC1(C)Cc2c(sc(NC(=O)CCC(=O)O)c2C#N)CO1 (stereo unspecified)
 : 0	nt
- CCOc1ccc(C(C)=O)cc1CSc1nnc(-c2ccoc2C)n1N
 : 15	3
- CCN1CCCC1CNC(=O)c1nn(-c2ccc(C)cc2)c(=O)c2c1c1ccccc1n2C (stereo unspecified)
 : -4	nt
- CCOC(=O)c1ccc(NC(=O)CSc2nc3cccnc3n2C)cc1
 : nt	4
- CCCCCOC(=O)C1[C@H]2C(=O)N(CCCOC)C[C@]23C=C[C@H]1O3 (stereo partly specified)
 : 5	7
- CCOC(=O)N1CCc2c(sc3c2C(=O)NC(c2ccccc2)N3)C1 (stereo unspecified)
 : 2	nt
- CC(C)CN(C(=O)c1ccc(=O)n(C)n1)c1nc2ccccc2s1
 : -4	-13
- COc1ccc([C@H]2C=C3CN(C(=O)OC(C)(C)C)S(=O)(=O)[C@H]3C[C@H]2OC(=O)c2cccs2)cc1
 : nt	7
- COc1ccc(-c2cn(-c3ccc(C)cc3)c(=O)n2CC(=O)Nc2ccc(OC)c(OC)c2)cc1
 : nt	-10
- O=C(O)c1cccc(CN2C(=O)CSC2=O)c1
 : -4	nt
- CCOC(=O)C1=NN(C(=O)Nc2cccc(C(F)(F)F)c2)C2C(=O)N(c3cccc(C(F)(F)F)c3)C(=O)C12 (stereo unspecified)
 : nt	-4
- Cc1cc(/C=N/n2cnnc2)c(C)n1-c1ccc2ncccc2c1
 : -52	nt
- CCSc1nnc2n(-c3ccc(OC)cc3)c(=O)c3c4c(sc3n12)CCCC4
 : nt	-10
- O=C(/C=C/c1ccc(O)cc1)c1ccc(O)cc1O
 : nt	7
- Cc1nccc2[nH]c(=O)c(C(=O)NC3CCN(Cc4ccccc4)CC3)cc12
 : 6	nt
- O=C1/C(=C\Nc2ccc(OC(F)(F)F)cc2)CCN1c1ncccn1
 : nt	-8
- CCOc1ccc(C(=O)Nc2cccc(-c3cc4ccccc4oc3=O)c2)cc1[N+](=O)[O-]
 : nt	-4
- O=C(CN1CCOCC1)NCCNC(=O)CN1CCOCC1
 : -12	-2
- CN(C)C(=O)N1CCN(C(=O)N(C)C)CC1
 : -5	3
- O=C(c1ccc2c(c1)OCO2)N(CC1CCCO1)C1(C(=O)NC2CCCCC2)CCCCC1 (stereo unspecified)
 : nt	2
- CCOC(=O)N1CCN(C(=O)CN(C2CCCCC2)S(=O)(=O)c2ccc(Cl)cc2)CC1
 : nt	22
- CCOC(=O)CSc1ncnc2c1cnn2-c1ccccc1
 : -10	2
- CC1CCCC(C)N1C(=O)Cn1c(SCC(=O)Nc2ccc3c(c2)OCO3)nc2ccccc21 (stereo unspecified)
 : -2	3
- CCOc1cc(NC(=O)c2ccco2)c(OCC)cc1NC(=O)CCc1ccccc1OC
 : -4	11
- CCc1cccc(CC)c1-n1c(SCc2cc(=O)n3ccsc3n2)nnc1-c1cccnc1
 : nt	6
- Cc1ccc(OCCn2c(C3CC(=O)N(Cc4ccccc4)C3)nc3ccccc32)cc1 (stereo unspecified)
 : nt	-6
- Cc1cccc(C(C)C)c1NC(=O)CSc1nncn1C
 : nt	6
- CC1Cc2ccccc2N1C(=O)c1ccc2snnc2c1 (stereo unspecified)
 : -44	-9
- Cc1ccc(S(=O)(=O)Cc2ccc(C(=O)N3CCN(c4ccccn4)CC3)o2)cc1
 : -18	1
- Cc1ccsc1C(=O)N(c1nc2ccccc2s1)c1c(C)cccc1C
 : nt	-1
- NCCc1nnc(SCC(N)=O)o1
 : nt	5
- O=Nc1c2nc3ccccc3n(O)c-2c2ccccc12
 : -10	-9
- Cc1ccc(S(=O)(=O)Nc2cc(C(=O)O)ccc2N2CCCCC2)cc1
 : 2	-84
- COc1cc(NC(=O)CCCC(=O)OCC(F)(F)C(F)F)nc(OC)n1
 : 2	-16
- CC1CCCCN1S(=O)(=O)c1coc(C(N)=O)c1 (stereo unspecified)
 : -9	7
- c1ccc(CC2CCN(c3nc4ccccc4n4cnnc34)CC2)cc1
 : nt	27
- O=C(CNCC1CCCO1)N1CCN(S(=O)(=O)c2ccc3ccccc3c2)CC1 (stereo unspecified)
 : nt	12
- Cc1noc(/C=C/N(C)C)c1S(=O)(=O)N1CCCC(C(=O)NCc2ccco2)C1 (stereo unspecified)
 : -4	-6
- N#Cc1cc(-c2ccccc2)oc1/N=C/c1ccccc1O
 : nt	-1
- S=c1[nH]nc(-c2ccccc2Cl)n1CC1CCCO1 (stereo unspecified)
 : 19	nt
- CCOc1ccc(NC(=O)CCN2CCN(c3ccccc3)CC2)cc1
 : 0	11
- NC(=O)CC(NC(=O)c1ccc(Br)cc1)c1ccc(N2CCN(c3ccccn3)CC2)c([N+](=O)[O-])c1 (stereo unspecified)
 : nt	-13
- CCOC(=O)c1ccc(NC(=O)CSc2nnc(C)n2-c2ccccc2)cc1
 : -56	-16
- O=C1CCN(C(=O)Nc2ccccc2)N1
 : nt	8
- C=CCn1c(O)c(C(CC)=Nc2cc(OC)ccc2OC)c(=O)[nH]c1=O
 : 26	3
- COC(=O)C1=C(C)NC(C)=C(C(=O)OC)C1c1cc2ccc(C)cc2[nH]c1=O
 : -13	-5
- Cc1oc(-c2ccc(Cl)cc2)nc1CN1CCCC(C(=O)NCc2ccco2)C1 (stereo unspecified)
 : 11	-13
- CC(C)OC(=O)c1nnc(Cc2ccc(Cl)cc2)o1
 : -23	nt
- CCCCN1CCCCC1C(=O)Nc1c(C)cc(C)cc1C (stereo unspecified)
 : -10	-4
- O=C(NCCc1ccccc1)c1c(O)c2cccc3c2n(c1=O)CC3
 : 74*	10
- Cc1ccc(-c2nnc(SCC(=O)Nc3ccc(N4CCOCC4)cc3)o2)cc1
 : nt	-7
- CCOC(=O)c1ccc(N2Cc3ccccc3C2=N)cc1
 : nt	18
- S=c1[nH]nc(COc2ccccc2)n1C1CCCCC1
 : 46	2
- O=C(CSc1ccc(Cl)cc1)Nc1ccc(N2CCN(C(=O)c3ccc(Cl)cc3)CC2)cc1
 : nt	14

Screens from PubChem BioAssay.
